Screening results (PubChem)
aSyn yeast inh – inhibitors of alpha-synuclein toxicity in yeast; Yeast expressing alpha-synuclein, growth rescue, BacTiter-Glo, 24 h; Potency, µM (highest dose often 46.1 µM), for the others: top-dose growth rescue (activation), most hits filed as activators; hit rate 0.14% among 370,000; AID 652106; further: potency means the concentration at half of the fitted maximal effect; % of control where 0% means no effect; nearly all actives have a fitted effect of over 65% in size
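Galactose-induced alpha-syn yeast (OD600=0.02, raffinose-pregrown) + pinned cpd, 24 hr, 30 deg C; growth by BacTiter-Glo luminescence. Growth restoration scores as activation.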
PI5P4Ka inh – inhibitors of human PI5P4K alpha; hit rate 1.2% among 330,000; P48426; AID 652105; PI5P4Kalpha enzyme, ADP-Glo luminescence, 60 min; active compounds read low; max response, %; active means max response of -50% or lower; inconclusive means between -30% and -50%; inactive means -30% or higher; further: value at the top dose of about 77 µM; on the % scale 0 is the no-effect control and ±100 the full control effect
Target sequence (P48426 whole entry, looked up): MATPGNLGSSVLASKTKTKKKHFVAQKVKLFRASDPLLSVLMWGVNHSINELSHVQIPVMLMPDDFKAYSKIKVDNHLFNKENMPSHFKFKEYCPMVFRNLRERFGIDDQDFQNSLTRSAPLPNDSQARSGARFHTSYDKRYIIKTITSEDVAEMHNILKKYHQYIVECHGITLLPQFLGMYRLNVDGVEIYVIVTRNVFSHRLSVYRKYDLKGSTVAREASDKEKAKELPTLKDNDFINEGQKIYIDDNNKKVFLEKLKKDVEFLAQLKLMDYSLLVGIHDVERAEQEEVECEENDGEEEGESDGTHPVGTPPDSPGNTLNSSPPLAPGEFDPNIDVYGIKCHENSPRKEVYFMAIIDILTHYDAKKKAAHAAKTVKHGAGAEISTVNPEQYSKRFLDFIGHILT
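Enzyme plus substrate dispensed, test compounds pinned in, then ATP (5 microM final) added. After 60 min at RT, ADP-Glo reagent 1 for 45 min and reagent 2 for 30 min preceded luminescence imaging.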
Abeta yeast res – restores growth of yeast expressing A-beta42 peptide; hit rate 0.063% among 410,000; yeast expressing A-beta42, growth rescue, OD600, 48 h; response scale: 0% DMSO, 100% iron-clioquinol control; Potency, µM (titrated, usually from 46.1 µM), for inactives: at the highest dose growth rescue, usual class: activators; further: potency means the concentration at half of the fitted maximal effect; nearly all actives have a fitted effect of over 55% in size
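Yeast growth medium received pinned compounds, then yeast cells expressing toxic A-beta were added; plates incubated at 30 C for 48 hr. Growth read as absorbance at 600 nm, normalized to DMSO and equimolar FeCl3 plus clioquinol controls.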
EPAC1 antag – blocks human EPAC1 exchange factor. AID 720709. O95398. Potency, µM (top dose mostly 115 µM), for the others: at the highest dose activity change, negative = inhibition, usual class: inhibitors. EPAC1 GEF assay, Rap1b-BODIPY-GDP exchange fluorescence. hit rate 0.14% among 360,000;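 further: potency means the concentration at half of the fitted maximal effect; plate controls were vehicle for no effect and positive control for full effect; nearly all actives have a fitted effect of over 50% in size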
FUS suppressor – suppressors of FUS proteinopathy in yeast. Potency, µM (titrated, usually from 76.6 µM), inactives show at the highest dose growth rescue (activation), actives largely listed as activators. AID 1347120. hit rate 0.24% among 390,000. S. cerevisiae FUS-expressing, growth rescue, OD600, 24 h;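 further: potency means the concentration at half of the fitted maximal effect; plate controls were DMSO vehicle for no effect and reference control for full effect; nearly all actives have a fitted effect of over 55% in size; some results filed as inactive show a strong effect at the top dose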
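S. cerevisiae expressing FUS from galactose induction served as the toxicity model. Growth after 24hr at 30C, read as absorbance at 600 nm, indicates suppression of toxicity; compounds dosed at several concentrations.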
EPAC1 ag – activates human EPAC1 exchange factor. EPAC1 agonist qHTS, biochemical assay; response scale: 100% = response to 6.5 mM cAMP. Potency, µM (highest dose often 154 µM), for the others: top-dose activation, usual class: activators. hit rate 0.073% among 360,000. AID 720707; further: potency means the concentration at half of the fitted maximal effect; nearly all actives have a fitted effect of over 60% in size
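Nucleotide exchange assay: 100 nM EPAC1 with 250 nM Rap1B loaded with BODIPY-GDP and 50 uM GDP, room temperature. Fluorescence (480/540 nm) read every 5 min for 30 min; signal change normalized to 6.5 mM cAMP as full agonist.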
PLK1 PBD inh – inhibitors of human PLK1 polo-box domain binding. hit rate 2.8% among 360,000. Potency, µM, inactives show max response, negative = inhibition, actives largely listed as inhibitors. Plk1 PBD binding of FITC phosphopeptide, fluorescence polarization; further: potency means the concentration at half of the fitted maximal effect; series mostly up to about 57 µM; on the % scale 0 is the no-effect control and ±100 the full control effect; nearly all actives have a fitted effect of over 65% in size
Target sequence (P53350 whole entry, looked up, the tested form may be a part): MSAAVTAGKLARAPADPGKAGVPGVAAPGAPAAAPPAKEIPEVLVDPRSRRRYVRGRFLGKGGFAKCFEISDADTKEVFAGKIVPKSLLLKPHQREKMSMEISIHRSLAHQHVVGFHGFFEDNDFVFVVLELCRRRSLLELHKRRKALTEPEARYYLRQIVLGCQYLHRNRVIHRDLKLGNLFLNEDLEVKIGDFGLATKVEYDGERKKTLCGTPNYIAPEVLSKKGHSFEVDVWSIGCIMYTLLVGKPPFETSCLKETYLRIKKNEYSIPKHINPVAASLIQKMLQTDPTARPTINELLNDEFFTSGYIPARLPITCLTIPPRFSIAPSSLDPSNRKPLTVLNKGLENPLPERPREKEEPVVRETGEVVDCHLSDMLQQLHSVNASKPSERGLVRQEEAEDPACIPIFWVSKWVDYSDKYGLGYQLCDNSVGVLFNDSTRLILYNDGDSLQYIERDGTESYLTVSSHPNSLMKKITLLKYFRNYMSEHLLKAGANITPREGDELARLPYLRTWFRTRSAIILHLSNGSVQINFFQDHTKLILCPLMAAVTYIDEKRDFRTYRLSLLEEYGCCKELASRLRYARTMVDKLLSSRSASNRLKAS
WRN inhibitor – WRN helicase (human) inhibition. Q14191. AID 651768. Potency, µM (highest dose often 114 µM), inactives show at the top dose activity change, negative = inhibition, actives largely listed as inhibitors. hit rate 0.46% among 360,000. WRN helicase unwinding, fluorescent forked duplex, kinetic; further: potency means the concentration at half of the fitted maximal effect; on the % scale 0 is the no-effect control and ±100 the full control effect; nearly all actives have a fitted effect of over 55% in size
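Screening of the MLSMR collection measured strand separation of a quenched forked DNA duplex (100 nM) by 20 nM WRN with 2 mM ATP, all final. Compounds were preincubated with enzyme 15 min at room temperature.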
IL-2 act – IL-2 activation; IL-2 activation reporter assay, cell-based qHTS; stimulated with anti-CD3/CD4/CD28 beads; in transgenic mouse T cells; activation, % (series mostly up to about 46 µM); hit rate 0.065% among 360,000; AID 652025; in the data active means activation above about 50%; inconclusive means mostly about 30% to 49%; further: 0% is about no effect
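Readout is EGFP and DsRed signal by fluorescent plate cytometry after 18 h at 37 degrees C. Transgenic mouse T cells (750/well) received compound for 60 min before bead stimulation (anti-CD3, anti-CD4, anti-CD28); memory T cells served as non-tolerant control.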
Numbers without * were called inactive; ? = inconclusive; · = not tested or not shown; & = joins results of further samples. Unless noted, the call rests on the fitted dose curve; in most records, active means well fitted curve in the direction sought with a large enough effect; inconclusive means small, poorly fitted or top-dose-only effect, or another doubt; inactive means no such curve, though single readings can be large; an effect the other way counts as inactive or inconclusive. Random draw from the library; any-hit rate near 4.1%.

SMILES | aSyn yeast inh | PI5P4Ka inh | Abeta yeast res | EPAC1 antag | FUS suppressor | EPAC1 ag | PLK1 PBD inh | WRN inhibitor | IL-2 act
CCOC(=O)[C@H]1[C@H]2COc3ccc(OC)cc3[C@@H]2N2C(=O)c3cc(OC)ccc3NC(=O)[C@@]12C | -1% | -6 | 6% | -24% | 28% | 1% | -10% | 0% | 0.6
O=C(CN(Cc1ccccc1)S(=O)(=O)c1ccccc1)N1CCOCC1 | · | 3 | -9% | 5% | 6% | 1% | 0% | 10% | 1.7
Cc1cc(NC(=O)c2ccc3c(c2)C(=O)N(Cc2cccnc2)C3=O)no1 | 0% | 0 | 2% | -13% | 16% | 8% | -13% | 0% | -3.8
COc1ccc(OC(C)C(=O)N2CCc3ccccc3C2)cc1 (stereo not drawn) | 9% | -1 | 3% | -1% | -27% | 12% | -3% | 5% | -0.4
COc1ccc(N2CCN(C(=O)CSc3nc4[nH]ncc4c(=O)n3-c3cccc4ccccc34)CC2)cc1 | 3% | -11 | -18% | -13% | 44% | 1% | -6% | 0% | -5.7
COc1ccccc1NS(=O)(=O)/C=C/c1ccccc1 | -2% | -26 | 0% | -7% | · | -4% | -6% | 2% | -3.4
Cc1ccc(CSC2=NCCN2C(=O)C2CC2)cc1 | 6% | 0 | -10% | 14% | -12% | 1% | -1% | 3% | -1.5
O=C(/C=C/c1cccnc1)c1cc(F)ccc1O | 15% | 0 | -11% | 6% | -14% | -7% | -11% | 2% | 0.8
CCCn1nc(C(=O)OCC(=O)Nc2cccc(S(N)(=O)=O)c2)c2ccccc2c1=O | 3% | 1 | 4% | 2% | 17% | -5% | 0% | 2% | 0.6
CCCc1cc(C(=O)Cc2ccccn2)c(O)cc1O | -3% | 1 | -10% | 0% | -9% | -6% | -13% | -2% | -0.2
COC(=O)N/N=C\c1ccccc1OC/C=C/c1ccccc1 | 0% | 0 | -4% | -15% | 34% | -14% | -7% | 4% | -1.5
O=C(Nc1ccc(F)cc1)C(c1cc2ccccc2o1)N1CCN(C(=O)c2ccco2)CC1 (stereo not drawn) | 1% | 3 | 0% | -18% | 22µM* | 8% | -24% | -10% | -0.5
CC(C)c1ccccc1NC(=S)NCc1ccncc1 | -2% | -1 | -3% | -6% | 0% | 7% | -1% | -6% | 1.4
CC(C)(C)c1ccc(C(=O)OCC(=O)NCc2ccco2)cc1 | 4% | 5 | 8% | -1% | 1% | 2% | -9% | 1% | 2.8
CC1CCCC(NC(=O)Cc2ccc(Br)cc2)C1C (stereo not drawn) | 6% | · | 32% | 12% | 20% | 0% | -7% | -9% | -2.0
Nc1[nH]c(=O)nc2snnc12 | -1% | -17 | 7% | 1% | · | -1% | 0% | -1% | -3.9
CSc1ccc(CN(C)CC(=O)NCCc2ccccc2)cc1 | 3% | 3 | -5% | -13% | 5% | -5% | -1% | -8% | -0.3
O=C(Nc1ccc(CN2CCOCC2)cc1)c1ccc(N2CCCC2)c([N+](=O)[O-])c1 | 11% | -6 | -15% | -9% | 24% | -1% | -21% | -8% | 1.9
COc1ccc(C(=O)C2CCCN(C(=O)c3ccc4nccnc4c3)C2)c(C)c1 (stereo not drawn) | 1% | -4 | -13% | 14% | 7% | -4% | 0% | 1% | -2.0
COCCn1c(C)cc(C(=O)CSc2nnc(C)s2)c1C | -4% | 0 | -16% | 0% | -11% | 0% | -3% | -8% | -1.7
S=C(NCCSCc1c(Cl)cccc1Cl)Nc1ccccc1 | 4% | 9 | 10% | 13% | 6% | 19% | -7% | -1% | -4.4
COc1cc(C(=O)NCC2(N3CCCCC3)CCCCC2)ccc1OCC(=O)N1CCOCC1 | -5% | -8 | -17% | 2% | -17% | 2% | 6% | -6% | -3.1
C=CCNc1nc(S(=O)Cc2ccc(C)cc2)nc2c1CCCC2 (stereo not drawn) | -4% | 3 | 5% | 3% | -12% | 3% | 0% | 6% | 0.6
O=C(NCc1cccc(C(F)(F)F)c1)c1cccc(S(=O)(=O)N2CCN(Cc3ccccc3)CC2)c1 | 2% | 0 | 5% | -25% | · | -7% | -1% | -17% | -2.1
O=C(O)CCC(=O)NC1CCCCCCC1 | 0% | -2 | -1% | -7% | 11% | 6% | -13% | 11% | 4.7
Remaining list, next part
SMILES | aSyn yeast inh | PI5P4Ka inh | Abeta yeast res | EPAC1 antag | FUS suppressor | EPAC1 ag | PLK1 PBD inh | WRN inhibitor | IL-2 act
CCOC(=O)N1CCC(N2Cc3cccc(C(=O)Nc4c(C)cccc4CC)c3C2=O)CC1 | 8% | 8 | 13% | 0% | 30% | 6% | 0% | -4% | -1.4
Cc1cccc(N=C2NN=C(c3c(C)[nH]c4ccccc34)CS2)c1 | -3% | ? | 15% | 24% | 11µM* | 6% | -19% | -5% | -0.5
NC(=S)NNC(=O)c1ccccc1Cl | -2% | -2 | 18% | -17% | -25% | 10% | -16% | 1% | 0.2
C[C@@H]1NC(=O)N(c2ccc(F)cc2)C1=O | 0% | 4 | -18% | 5% | -1% | 12% | 3% | -16% | -2.6
Cc1cc2ccccc2nc1SCC(=O)Nc1nc(-c2ccccc2)cs1 | 8% | 0 | 24% | -20% | 11% | 7% | -1% | -11% | 0.0
Cc1n[nH]c(=S)n1/N=C/c1cccc(OCc2ccccc2)c1 | -5% | 1 | ? | -8% | 14% | 7% | -17% | -7% | -0.1
COCCn1c(C)cc(C(=O)COC(=O)c2cccnc2SC)c1C | 6% | 3 | 6% | -22% | · | 0% | -9% | -5% | -0.3
Cc1ccc(C)c(-n2cc(CNCCCn3cccn3)c(-c3ccccc3)n2)c1 | -2% | 11 | 0% | ? | 25% | -11% | -11% | 4% | -3.5
CCC(C)c1ccc(NC(=O)Nc2cnccn2)cc1 (stereo not drawn) | ? | 3 | -3% | 8% | 4% | -5% | 4% | 6% | 2.2
CC(C)Cc1c(O)nc(SCC(=O)Nc2ccc3c(c2)CCC3)[nH]c1=O | 2% | · | 7% | 6% | 8% | 2% | -11% | -10% | 1.0
Cc1ccc2cc3cc(C(=O)NC4CC4)oc3nc2c1 | 10% | -1 | -9% | -5% | 10% | 2% | 2% | 7% | -0.3
COc1ccc(CCNC(=O)c2cc3c(=O)n4cccc(C)c4nc3n(Cc3ccco3)c2=N)cc1OC | 1% | -4 | -13% | -10% | 28% | 2% | -30% | 5% | -4.1
O=C(CC12CC3CC(CC(C3)C1)C2)Nc1ccc(C(=O)O)cc1 | -7% | 0 | -10% | -16% | 6% | -1% | -7% | 9% | 0.9
O=C(CC1SCCNC1=O)Nc1ccc(F)c(Cl)c1 (stereo not drawn) | -1% | 6 | 2% | -6% | 16% | 0% | 1% | -12% | 1.7
CCOC(=O)c1nn(-c2ccc(F)cc2)c(=O)cc1OCC(=O)N1CCN(c2ccccc2)CC1 | 2% | 4 | 4% | -5% | 47% | 3% | -6% | -9% | -2.4
CC(O)CNCc1ccccc1C(F)(F)F (stereo not drawn) | 0% | 1 | 6% | 6% | -31% | 10% | -3% | -7% | -1.9
C#CCOc1nc(C)cc(C)c1S(=O)(=O)c1ccccc1C | 2% | -2 | 6% | 7% | -6% | 2% | -3% | -4% | 0.0
Nc1nnc(COc2cccc(C(F)(F)F)c2)s1 | 7% | 0 | 5% | 10% | -15% | 9% | -26% | -6% | 0.9
OCC(Cc1ccc2c(c1)OCO2)C(CO)Cc1ccc2c(c1)OCO2 (stereo not drawn) | 13% | 11 | 10% | -5% | -12% | 5% | 4% | 11% | -0.9
O=C(Oc1c(CN2CCOCC2)cc(Cl)c2cccnc12)c1ccccc1 | 2% | 4 | -10% | 1% | -2% | 13% | 4% | -6% | -4.9
O=C1c2ccccc2C(=O)N1C1CCCCC1 | 1% | -2 | -2% | 4% | -11% | -6% | -3% | -2% | -0.4
CCCCNC(=O)C(=O)N/N=C/c1cccc(Br)c1 | -1% | 3 | -2% | -21% | · | -6% | -19% | -26% | -0.2
O=C(O)c1cc2ccccc2n1-c1ccccc1 | 8% | 2 | ? | -1% | 10% | 5% | -15% | -6% | -2.5
COc1cc(C(=S)N2CCOCC2)cc(OC)c1OC | 1% | 2 | 8% | -20% | 9% | 9% | 27µM* | -3% | -0.7
CCCn1nnc(NC(=O)c2ccc(F)cc2)n1 | -3% | -7 | 7% | 15% | -5% | 12% | -4% | 5% | -0.5
Further compounds follow:
SMILES | aSyn yeast inh | PI5P4Ka inh | Abeta yeast res | EPAC1 antag | FUS suppressor | EPAC1 ag | PLK1 PBD inh | WRN inhibitor | IL-2 act
CCCc1nc(NCCO)c(C#N)c2c1CCCC2 | 7% | 5 | -24% | -4% | -3% | -4% | 0% | -3% | 0.8
Nc1c(C(=O)Nc2ccc3c(c2)OCCO3)nnn1Cc1cccc(F)c1 | 1% | -12 | -10% | -20% | 5% | 2% | 1% | 0% | 0.9
CCOC(=O)N1CCN(S(=O)(=O)N2CCCC(C(=O)NCc3ccc(OC)cc3OC)C2)CC1 (stereo not drawn) | 7% | 2 | -1%&0% | -8% | 7%&7% | -15% | 0% | 0% | -0.8
COC(=O)c1cc(=O)n(CCc2ccccc2F)c(=Nc2ccc(F)c(Cl)c2)s1 | 3% | -6 | 1% | -5% | -23% | 8% | -3% | -4% | -3.2
O=C1NC[C@H](CCCCN2C[C@H](Cc3ccccc3)N(CC3CCCCC3)C(=O)C2=O)N(CCc2ccccc2)C1=O | 1% | -1 | -10% | -7% | 8% | 7% | -13% | -1% | -0.5
CCN(c1ccccc1)S(=O)(=O)c1ccc(Oc2ccc(-n3ccnc3)cc2)nc1 | -6% | 0 | 25% | 0% | 21% | 12% | -2% | -8% | -2.0
